High-throughput results as filed in PubChem.
CHX counter – Cycloheximide Counterscreen for Small Molecule Inhibitors of Shiga Toxin; 300,000 compounds, 12% hits; cell reporter, cycloheximide protein synthesis inhibition counterscreen; max response, %; in the data active = max response mostly above about 13%, no sharp cut-off; inactive = mostly below about 14%; note: read at 38.3 µM for the half of the compounds with a filed dose; 0% is about no effect
AMA1 RON2 block – qHTS for Inhibitors of AMA1-RON; Towards Development of Antimalarial Drug Lead: Primary Screen; Plasmodium falciparum AMA1 (3D7) - RON2 peptide interaction; AlphaScreen AMA1-biotinylated RON2 peptide binding; Potency, µM (titrated, usually from 58.2 µM), for the others: top-dose activity change, negative = inhibition, actives largely listed as inhibitors; 360,000 compounds, 0.2% hits;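 note: potency is the fitted concentration of half-maximal effect; 0% = vehicle wells and -100% = peptide control; nearly all actives have a fitted effect of over 45% in size; some results filed as inactive show a strong effect at the top dose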
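AMA1 (3D7) with his tag at 25 nM final met compounds first, then biotinylated RON2 peptide at 25 nM; detection used donor plus acceptor beads, 10 µg/mL apiece, read by AlphaScreen after 30 min at room temperature.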
HCMV antiviral – qHTS Assay for inhibitors of the human cytomegalovirus (HCMV); activity change, negative = inhibition, % at 57.5 µM; AID 1259415, 2018; HFF cells, HCMV-luciferase reporter, 72 h; hits give low values; 410,000 compounds, 4.5% hits; in the data active = activity change below about -60%; inconclusive = no clear call, values can overlap the other calls; inactive = above about -39%; note: % is set by controls: 0 for no effect and ±100 for the full control effect
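Human foreskin fibroblasts infected with luciferase-reporter HCMV at MOI 1 PFU/cell, compounds at two doses. Luciferase measured 72 h post infection; normalized to buffer-only basal and Salinomycin (10uM) controls.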
Shiga toxin inh – A qHTS for Small Molecule Inhibitors of Shiga Toxin; Vero cells, Shiga toxin protein synthesis inhibition reporter; inhibition, % at 38.7 µM; 290,000 compounds, 9.2% hits; in the data active = inhibition mostly above about 28%, no sharp cut-off; inactive = mostly below about 43%; note: 0% is about no effect
AmpC detergent – qHTS Inhibitors of AmpC Beta-Lactamase (assay with detergent). Potency, µM (highest dose often 114 µM), inactives show top-dose activity change, negative = inhibition, usual class: inhibitors. AmpC hydrolysis of nitrocefin, absorbance 480 nm, 0.01% Triton. 370,000 compounds, 0.041% hits. P00811;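 note: potency is the fitted concentration of half-maximal effect; 0% = no-compound wells and -100% = no-enzyme wells; nearly all actives have a fitted effect of over 25% in size; some results filed as inactive show a strong effect at the top dose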
Target sequence (P00811 whole entry, looked up): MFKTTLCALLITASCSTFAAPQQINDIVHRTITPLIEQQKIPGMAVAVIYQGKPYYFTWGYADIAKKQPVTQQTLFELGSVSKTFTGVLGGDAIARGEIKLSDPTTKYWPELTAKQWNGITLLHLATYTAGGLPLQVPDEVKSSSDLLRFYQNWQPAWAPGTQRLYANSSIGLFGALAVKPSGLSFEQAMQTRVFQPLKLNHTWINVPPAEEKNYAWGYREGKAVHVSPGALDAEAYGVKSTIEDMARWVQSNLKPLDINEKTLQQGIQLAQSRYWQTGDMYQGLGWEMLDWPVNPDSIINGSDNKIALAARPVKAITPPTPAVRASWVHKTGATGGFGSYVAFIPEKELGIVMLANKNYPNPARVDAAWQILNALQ
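20 mM phosphate pH 7.0 + 0.01% (detergent screen) or 0.0001% Triton X-100; 5.3 nM AmpC reagent; cpd preinc 15 min RT; nitrocefin (800 uM stock) to start; A480 q20 s × 4 min; Activity was normalised to no-enzyme and no-compound control wells.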
FBPA Giardia inh – qHTS Assay for Inhibitors of Fructose-1,6-bisphosphate Aldolase from Giardia Lamblia | Potency, µM (highest dose often 59.6 µM), for inactives: at the top dose activity, negative = inhibition, hits mostly inhibitors | A8B2U2 | 290,000 compounds, 0.71% hits | AID 2451, 2010 | purified Giardia FBPA; note: potency is the fitted concentration of half-maximal effect; % is set by controls: 0 for no effect and ±100 for the full control effect; nearly all actives have a fitted effect of over 55% in size
Target sequence (A8B2U2 whole entry, looked up): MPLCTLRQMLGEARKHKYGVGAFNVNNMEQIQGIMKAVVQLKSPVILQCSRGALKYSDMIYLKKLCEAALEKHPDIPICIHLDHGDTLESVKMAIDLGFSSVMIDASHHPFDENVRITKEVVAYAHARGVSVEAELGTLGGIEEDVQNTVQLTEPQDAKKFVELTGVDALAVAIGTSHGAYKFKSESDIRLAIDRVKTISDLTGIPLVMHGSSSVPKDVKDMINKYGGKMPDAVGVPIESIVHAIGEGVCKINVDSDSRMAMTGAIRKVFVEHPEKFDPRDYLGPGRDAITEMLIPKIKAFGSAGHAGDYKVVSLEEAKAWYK
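40 nM FBPA preincubated 10 min at RT with compound (up to 57.5 uM final), then substrate plus GAPDH/TPI/NAD/arsenate coupling and diaphorase/resazurin added. Fluorescence read after 20 min at RT, 525/598 nm.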
AmpC inh no detg – qHTS Inhibitors of AmpC Beta-Lactamase (assay without detergent); 330,000 compounds, 0.52% hits; Potency, µM (top dose mostly 57.1 µM), without a hit: at the top dose activity change, negative = inhibition, most hits filed as inhibitors; AmpC nitrocefin hydrolysis, absorbance 480 nm, 0.0001% Triton;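 note: potency is the fitted concentration of half-maximal effect; plate controls were no compound for no effect and no enzyme for full effect; nearly all actives have a fitted effect of over 20% in size; some results filed as inactive show a strong effect at the top dose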
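AmpC (5.3 nM in the dispensed reagent) in 20 mM phosphate pH 7.0 with 0.01% (detergent screen) or 0.0001% Triton X-100 was preincubated with compounds for 15 min at room temperature. Nitrocefin was then added from an 800 uM solution, and hydrolysis was followed at 480 nm.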
Numbers without * were called inactive; ? = inconclusive; . = not tested or not shown; & = joins results of further samples; [ ] = dose if it differs, or a comment. Unless noted, calls come from the whole dose curve; as a rule, active = well fitted curve in the direction sought with a large enough effect; inconclusive = small, poorly fitted or top-dose-only effect, or another doubt; inactive = no such curve, though single readings can be large; an effect the other way counts as inactive or inconclusive.

SMILES	CHX counter	AMA1 RON2 block	HCMV antiviral	Shiga toxin inh	AmpC detergent	FBPA Giardia inh	AmpC inh no detg
O=C(NCCc1cccc(C(F)(F)F)c1)C1CCC(=O)N(Cc2ccc(Cl)cc2)C1 (stereo not given)	12	1%	20	7	6%	.	188%[activator]
CCN1C(=O)c2cccc3c(S(=O)(=O)N4CCNCC4)ccc1c23	.	19%	126	.	.	.	-17%
CCc1ccc(Oc2nc([N+](=O)[O-])nn2C)cc1	-1	-18%	-12	-2	4%	-10%	-10%
COc1ccc(C(=O)Nc2c(N)nc(SCC(=O)N3CCCCCC3)[nH]c2=O)cc1OC	-2	12%	16	-1	3%	-2%	-8%
Cc1noc(C)c1COC(=O)CCc1nc2ccccc2s1	10	0%	14	19	-13%	-3%	-1%
Cc1nc2sc(C(c3ccco3)N3CCN(c4cccc(Cl)c4)CC3)c(O)n2n1 (stereo not given)	-3	1%	-17	14	-7%	-9%	67%[activator]
COC(=O)c1cc(NC(=O)CC2SC(=Nc3ccccc3)N(CCc3c[nH]c4ccccc34)C2=O)cc(C(=O)OC)c1 (stereo not given)	-3	-7%	26	-13	1%	-7%	-3%
COc1ccc2nc(NC(=O)C3CC(=O)N(c4ccc5c(c4)OCCO5)C3)sc2c1 (stereo not given)	.	-24%	-20	.	?	.	6%
COc1cc2c(cc1O)[C@@H]1Cc3cc(OC)c(OC)cc3C(C2)N1C	-3	-2%	-7	-8	-4%	4%	54%[activator]
CCOc1ccc(S(=O)(=O)N2CCOCC2)cc1NC(=O)CN1C(=O)NC(C)(c2ccc(C)cc2)C1=O (stereo not given)	.	5%	-34	.	-10%	.	154%[activator]
CCOC(=O)Cc1cc(=O)n2[nH]c(C)c(-c3ccc(Cl)cc3)c2n1	-2	47%[activator]	?	-12	-13%	?	-50%
O=C(/C=C/c1ccco1)NC(=S)Nc1cccc([N+](=O)[O-])c1	23	8%	45	19	-2%	-15%	-27%
Cc1cc(NC(=O)CSc2nnc(COc3ccccc3)o2)no1	-2	11µM*	-9	3	-14%	1%	-34%
CCCc1c(C(=O)N/N=C/c2cccs2)nnn1-c1nonc1N	1	10%	-21	21	-5%	8%	-25%
O=C(COc1ccc(Br)cc1)OCc1nnc(-c2ccccc2)o1	-1	-2%	-2	-9	-15%	0%	-6%
COCC1CCN(C(=O)C2CCC(=O)N(Cc3cccc(C(F)(F)F)c3)C2)CC1 (stereo not given)	30*	4%	-5	38*	3%	-5%	127%[activator]
CSCCC(NC(=O)c1ccc([N+](=O)[O-])cc1Cl)C(=O)OCC(=O)C12CC3CC(CC(C3)C1)C2 (stereo not given)	1	?	-18	3	-8%	-4%	-38%
COc1ccc(OC)c(CCNC(=O)Cn2cccc2C(=O)c2ccccc2C)c1	4	-22%	41	-12	0%	2%	26%
COc1ccc2oc(C(=O)Nc3nc4ccc(S(C)(=O)=O)cc4s3)c(C)c2c1	.	0%	-60*	.	?	.	4%
CCO[C@H]1OC(C(=O)NCc2ccccc2)=C[C@@H](c2ccc(C(F)(F)F)cc2)[C@@H]1CCCO	-2	-2%	-5	-4	5%	-11%	192%[activator]

Complete entries, looked up by structure. Order of values: CHX counter	AMA1 RON2 block	HCMV antiviral	Shiga toxin inh	AmpC detergent	FBPA Giardia inh	AmpC inh no detg
Cc1cc(NC(=O)CSc2nnc(COc3ccccc3)o2)no1 as listed: -2	11µM*	-9	3	-14%	1%	-34%
COc1ccc2oc(C(=O)Nc3nc4ccc(S(C)(=O)=O)cc4s3)c(C)c2c1 as listed: .	0%	-60*	.	?	.	4%
CCO[C@H]1OC(C(=O)NCc2ccccc2)=C[C@@H](c2ccc(C(F)(F)F)cc2)[C@@H]1CCCO as listed: -2	-2%	-5	-4	5%	-11%	192%[activator]
COc1ccc(OC)c(CCNC(=O)Cn2cccc2C(=O)c2ccccc2C)c1 as listed: 4	-22%	41	-12	0%	2%	26%
CCCc1c(C(=O)N/N=C/c2cccs2)nnn1-c1nonc1N as listed: 1	10%	-21	21	-5%	8%	-25%

Later entries.
SMILES	CHX counter	AMA1 RON2 block	HCMV antiviral	Shiga toxin inh	AmpC detergent	FBPA Giardia inh	AmpC inh no detg
CCCc1cc(=O)oc2c(C)c3occ(C)c3cc12	-4	14%	-7	-14	?	1%	-12%
O=S(=O)(Oc1ccc(Cl)cc1)c1cccc2cccnc12	16*	9%	?	35	2%	-20%	-28%
Cc1n[nH]c(C)c1S(=O)(=O)N1CCCC(C(=O)NCC2COc3ccccc3O2)C1 (stereo not given)	-4	-11%	-37	-26	2%	4%	2%
Cc1ccc(/C=C2/Sc3ccccc3N(CC(=O)NCCCOC(C)C)C2=O)cc1	-2	8%	?	-12	-16%	4%	2%
O=C(CCc1ccccc1)NC(=S)Nc1ccc2c(c1)C(=O)OC2	-3	-2%	-26	-3	0%	0%	-14%
COC1=C(N2CCOCC2)C(=O)c2ccccc2C1=O	1	-2%	-13	-6	4%	?	-8%
O=C(N1CCCCC1)N1CCN(C(=O)N(c2ccccc2)c2ccccc2)CC1	-7	0%	?	-5	-7%	7%	82%[activator]
CN1C(=O)Cc2cc(S(=O)(=O)N3CCN(c4cccc(C(F)(F)F)c4)CC3)ccc21	-5	8%	?	-7	1%&1%	.	46%
O=S(=O)(Nc1ccc(N2CCCCC2)cc1)c1ccccc1F	16*	?	-19	36	9%	-15%	-18%
O=C(Cc1cccc(C(F)(F)F)c1)NCc1ccc(Cl)cc1	0	12%	-23	-2	1%	-7%	-12%
CCCCC1C(=O)N(c2ccccc2)N(c2ccc(O)cc2)C1=O (stereo not given)	.	-3%	51	.	?	0%	-33%
O=S(=O)(Cc1nnnn1-c1ccc(Br)cc1)c1ccc(F)cc1	-3	-7%	-4	-2	3%	.	-34%
Cc1ccn2c(=O)nc(SCC(=O)Nc3ccc4c(c3)OCO4)nc2c1	.	-4%	-10	.	-9%	.	-29%
CN(C)C(=O)C(OC(=O)c1ccc2ccccc2n1)c1ccccc1 (stereo not given)	-1	0%	-21	-3	4%	-1%	1%
N#Cc1ccccc1S(=O)(=O)N1CCN(C(=O)C2CCCCC2)CC1	.	0%	-1	.	.	.	15%
COc1cccc(OCCCN2CCN(S(=O)(=O)c3ccc(NC(C)=O)cc3)CC2)c1	-2	-1%	-81*	-8	4%	4%	124%[activator]
CCOC(=O)Nc1nn(-c2ccc(C)cc2)c(=O)c(C#N)c1C	10	10%	23	6	11%	-1%	-24%
O=C(c1ccco1)N1CCN(Cc2ccc(Cl)cc2)CC1	-2	-18%	-1	-2	0%	?	0%
Cc1ccc(NC(=O)CSc2nc(N)c(-c3ccccc3)c(=O)[nH]2)cc1Cl	-1	-5%	-28	13	3%	7%	-35%
CC(C)C[C@@H](C(=O)N[C@@H](Cc1c[nH]c2ccccc12)C(N)=O)N1C[C@]2(CCCN2C(=O)[C@H](Cc2ccccc2)NC(=O)[C@H](Cc2ccccc2)NC(=O)[C@H](CCC(N)=O)NC(=O)[C@H](CCC(N)=O)NC(=O)[C@@H]2CCCN2C(=O)[C@H](CCCCN)NC(=O)[C@@H]2CCCN2C(=O)[C@@H](N)CCCNC(=N)N)CC1=O	-4	.	.	-9	.	4%	.
CSc1ccc(S(=O)(=O)N2CCC(C(=O)NCc3ccccn3)CC2)cc1	-1	92%[activator]	3	12	1%	18%	22%
Cc1c(NC(=O)c2ccccc2NC(=O)c2ccccc2)cccc1C(=O)O	-3	-14%	6	-4	?	10%	-22%
CCCCn1c(N)c(N(CCC(C)C)C(=O)c2[nH]c(C)c(C(=O)OCC)c2C)c(=O)[nH]c1=O	.	-17%	1	.	-16%	.	-20%
CS(=O)(=O)Nc1ccc(C(=O)N2CCc3ccccc3C2)cc1	-2	-2%	5	-4	6%	3%	-4%
COc1ccccc1C(=O)C1CCCN(C(=O)c2cnn(C(C)C)c2)C1 (stereo not given)	7	0%	0	-2	-9%	.	14%
CCN(c1ccccc1)S(=O)(=O)c1ccc(Cl)c(NC(=O)CSc2ncn[nH]2)c1	-2	39%[activator]	-101*	-8	0%	10%	-17%
COc1ccc(CNc2cccc(C)n2)c(O)c1	3	-3%	8	11	?	9%	-7%
CCn1ncc(C(=O)Nc2ccc(S(=O)(=O)N3CCCC3)cc2)c1C	7	-3%	-15	9	-6%	?	8%
COc1cc2c(cc1OC)CN(C(C)C(=O)N1CCc3ccccc31)CC2 (stereo not given)	-3	-7%	25	-14	?	?	56%
COc1ccc(N2CCN(C(c3nnnn3C3CCCC3)C(C)C)CC2)cc1 (stereo not given)	-3	-4%	17	-16	-3%	2%	0%
COc1ccc(NC(=O)c2nc3nccc(C)n3n2)cn1	33*	-3%	60	44*	?	-1%	-2%
CCCC(=O)N(Cc1cc2ccccc2[nH]c1=O)c1ccccc1OC	11	-11%	-19	5	-1%	6%	-7%
COc1ccc2c(c1)c1nc3ccccc3nc1n2CC(=O)OC(C)C	-2	6%	-24	-8	3%	1%	-19%
Cc1cc(Br)ccc1OCCCCN1CCC(C)CC1	-5	-7%	-60*	-12	1%	-17%	49%
COCCCn1c(-c2ccc(OC)cc2)nc2nc3ccccc3nc21	23	.	.	21	?	2%	-20%
COCCNc1nc(C)cc(-c2cc(C(=O)NCc3ccccc3)on2)n1	-1	14%	22	-2	0%	9%	-13%
COc1cc(Br)c(CC(=O)NC2CC2)cc1OC	3	13%	-24	5	?	2%	-13%
COC(=O)c1sc(-c2ccc(Cl)cc2)cc1NC(=O)/C=C/C(=O)O	10	2%	-18	31	-1%	?	-10%
Cc1cccc(NS(=O)(=O)c2c(C(=O)N3CCOCC3)c(C)n(C)c2C)c1C	0	9%	-14	18	-1%	11%	-2%
COc1ccc(NC(=O)Cc2nnc(N)s2)cc1	13	-2%	-31	-2	2%	-19%	-11%
Nc1nc(N)nc(-c2ccc(Cl)c(Cl)c2)n1	.	0%	-5	.	3%	.	-9%
C[C@@H]1COC(=O)[C@@H](CC(=O)OC(C)(C)C)C/C=C\C[C@@H](CC(=O)N(CCO)Cc2ccccc2)C(=O)N1	.	-12%	-20	.	.	.	166%[activator]
O=C(O)c1ccccc1C(=O)N1CCc2c([nH]c3ccccc23)C1C(F)(F)F (stereo not given)	-1	-3%	4	-6	3%	14%	-52%
COc1ccc(-n2nc3c(c2NC(=O)c2ccc(Br)o2)CS(=O)(=O)C3)cc1	-1	8%	0	-20	-13%	3%	-28%
COc1ccc(C2CC(C(F)(F)F)n3nc(C(=O)NCc4c(C)nn(C)c4C)c(Cl)c3N2)cc1 (stereo not given)	4	-5%	-86*	-19	?	22%	186%[activator]
